Screening data as filed in PubChem.
NF-kB expr up = raises NF-kB expression in human neuronal cells | NF-kB reporter expression; stronger effect = higher value | AID 1239 | 190,000 tested, 1.6% active | fold change at 12.5 µM; in the data active = fold change above about 3.3
FLuc stim CS = firefly luciferase counter-screen for stimulation assays | P08659 | ATPlite luciferase biochemical, luminescence, 10 min; 0 = ATP-free wells, 1 = DMSO control | activation factor at 10 µM | 200,000 tested, under 10 active | AID 1027;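 active = luciferase activation factor, scaled between plate controls, of at least 2 with compound at 10 µM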
Target sequence (P08659 whole entry, looked up): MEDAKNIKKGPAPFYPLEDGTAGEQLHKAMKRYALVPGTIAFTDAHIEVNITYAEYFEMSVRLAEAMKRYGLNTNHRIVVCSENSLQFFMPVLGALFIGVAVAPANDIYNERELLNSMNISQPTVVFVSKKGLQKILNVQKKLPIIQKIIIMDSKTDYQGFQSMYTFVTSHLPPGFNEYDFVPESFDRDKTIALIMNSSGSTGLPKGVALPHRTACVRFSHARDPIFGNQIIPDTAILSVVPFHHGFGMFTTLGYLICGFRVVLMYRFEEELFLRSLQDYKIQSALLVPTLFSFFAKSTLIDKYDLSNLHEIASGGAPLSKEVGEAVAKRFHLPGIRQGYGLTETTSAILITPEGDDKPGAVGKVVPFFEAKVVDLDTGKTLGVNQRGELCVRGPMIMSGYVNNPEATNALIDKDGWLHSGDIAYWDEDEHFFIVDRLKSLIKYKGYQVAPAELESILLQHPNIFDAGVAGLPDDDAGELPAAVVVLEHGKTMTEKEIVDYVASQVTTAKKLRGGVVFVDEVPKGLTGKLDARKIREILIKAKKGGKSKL
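System: Luciferase/luciferin detection reagent, cell-free biochemical luciferase assay | Medium: PBS buffer for ATP | Dosing: Test compounds dosed from 2 mM stocks in 100% DMSO | Timing: 10 min at ambient temperature | Signal: Luminescence measurement of luciferase light output | Evaluation: Luciferase activation, seen as luminescence increase over controls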
APP 5'UTR act = activates APP 5'UTR luciferase reporter. activation, % at 2 µM. 190,000 tested, 1% active. SH-SY5Y APP 5'UTR luciferase reporter, luminescence; zero percent = DMSO vehicle wells;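 active = activation above a set limit, based on mean plus 3 SD of controls, cut at about 140% in these data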; note: values of inactives mirror those of a sister screen read the other way
APP transl inh = APP translation inhibition | AID 1285 | SH-SY5Y APP 5'UTR-luciferase reporter, luminescence | inhibition, % at 2 µM | 190,000 tested, 0.82% active;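 active = inhibition above a set limit, derived from the sample mean plus 3 SD, cut at about 45% in these data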; note: values of inactives mirror those of a sister screen read the other way
HMGR II inh = blocks class II HMG-CoA reductase of Enterococcus faecalis; inhibition, % at 10 µM; 190,000 tested, 0.41% active; AID 1066; purified E. faecalis HMGR, NADPH absorbance 340 nm kinetic;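 active = inhibition above a set limit, the median over all tested compounds plus 3 SD, cut at about 9.5% in these data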;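 note: enzyme runs in reverse so mevalonate oxidation gives rising NADPH absorbance; 0% = complete reaction with DMSO and 100% = background rate lacking mevalonate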
G6PDH CS = inhibits Leuconostoc G6PDH, flagging false hits in G6PDH-based assays; Purified L. mesenteroides G6PDH, diaphorase/resazurin coupled fluorescence, 45 min; inhibition, % at 5 µM; 200,000 tested, 0.12% active; AID 1020; in the data active = inhibition above about 50%
Hsp70 activator = switches on Hsp70 transcription; HeLa Hsp70 promoter luciferase reporter, luminescence; scaled: vehicle 0, proteasome-inhibitor control 100%; activation, % at 10 µM; 200,000 tested, 0.04% active;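 active = activation above the mean across all tested compounds plus 3 SD, cutoff set per campaign, cut at about 5.5% in these data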;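 note: 100% = MG132 at 30 µM as the positive control and 0% = DMSO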
STAT1 activator = activators of IFN-gamma induced STAT1 signaling; NIH 3T3 STAT1-luciferase reporter, luminescence; 100% = IFN-gamma alone, no compound; activation (% of control), % at 5.5 µM; 200,000 tested, 2.6% active; AID 932;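 active = activation above the screen-wide mean activation plus 3 SD, cut at about 130% in these data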;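 note: raw ratio to IFN-gamma control signal so 100% means no change and 0% no light; values of inactives mirror those of a sister screen read the other way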
Redox H2O2 prof = compounds producing H2O2 with reducing agent – biochemical, NIH compound library profiling, artefact control for MLSCN library redox annotation, primary screen; 200,000 tested, 0.03% active; activation, % at 10 µM; AID 878; DTT-dependent redox cycling H2O2, phenol red/HRP absorbance; 100% = 100 µM peroxide control, 0% = buffer;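 active = activation of at least 50% relative to the plate's high and low controls in the primary single-dose screen; inactive = activation below 50%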;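 note: compound incubated with DTT at 0.8 mM final as the reducing agent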
FLuc inhib CS = Photinus pyralis luciferase inhibition counter-screen; P08659; ATPLite firefly luciferase biochemical luminescence, 10 min; inhibition, % at 10 µM; 200,000 tested, 1.5% active;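 active = inhibition above about 50% when tested at 10 µM, limit read from the data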
* hit, by the source's call; x = no result given.

SMILES | NF-kB expr up | FLuc stim CS | APP 5'UTR act | APP transl inh | HMGR II inh | G6PDH CS | Hsp70 activator | STAT1 activator | Redox H2O2 prof | FLuc inhib CS
CCn1c(=O)c(C(=O)CN2CCCc3ccccc32)c(N)n(Cc2ccccc2)c1=O | 1.04 | 1.1 | 21.2 | -21.2 | -0.6 | 16.6 | 0.2 | 92.0 | -1.9 | -6.8
O=c1c2c(nc3n1CCCCC3)sc1c(O)c(Br)ccc12 | 1.51 | 0.2 | 83.4 | -83.4 | 0.4 | 2.3 | -0.1 | 88.5 | -0.1 | 80.6*
Cc1cc(N2CCOCC2)n2cc(-c3ccccc3)nc2n1 | 1.49 | 0.8 | 9.7 | -9.7 | -5.8 | 0.6 | 3.0 | 111.8 | -0.6 | 22.1
CN1CCN(CCC(=O)N/N=C/C=C2\N(C)c3ccccc3C2(C)C)CC1 | 1.1 | 1 | 8.3 | -8.3 | -1.6 | 3.5 | -0.1 | 92.6 | 0.0 | -4.1
CC(C)(C)C(=O)Cn1c(NCCO)nc2ccccc21 | 1.15 | 1.1 | -7.2 | 7.2 | 0.8 | 8.3 | 0.1 | 95.7 | -0.2 | -6.8
CN1/C(=C\C=C2/SC(=S)NC2=O)C(C)(C)c2ccccc21 | 0.8 | 0.9 | 1.8 | -1.8 | 4.2 | 10.4 | -0.1 | 79.9 | -1.4 | 10.5
CCc1nnc(NC(=O)CCC(=O)N2CCCC2)s1 | 1.23 | 1.1 | 0.8 | -0.8 | -0.4 | 3.9 | -0.2 | 103.2 | 1.8 | -8.8
O=C(Nc1nc2ccc(F)cc2s1)C1=NN(c2ccccc2)C(=O)CC1 | 0.88 | 1 | 9.1 | -9.1 | -10.0 | 12.5 | -0.4 | 108.7 | 0.3 | -0.1
COc1cc(/C=C/C(=O)OCC(=O)N2CC3(C)CC2CC(C)(C)C3)ccc1O (stereo unspecified) | 0.88 | 1.1 | 9.4 | -9.4 | -2.2 | -8.2 | 0.3 | 113.6 | -0.1 | -5.3
CCc1ccc(NC(=O)CN2C(=O)CSC2=O)cc1 | 1.41 | 0.7 | -1.3 | 1.3 | -10.0 | 13.9 | -0.2 | 119.1 | 0.1 | 27.0
COc1ccc(C(=O)N2CCN(Cc3nc(CC4CC4)no3)CC2)cc1 | 0.98 | 1.1 | 6.4 | -6.4 | -1.6 | 1.6 | 0.0 | 99.8 | -0.9 | -6.6
COc1cccc(NC(=S)NNC(=O)Cn2nc(C(F)(F)F)cc2C)c1 | 0.89 | 1 | -0.3 | 0.3 | -1.2 | 1.6 | 0.1 | 103.4 | 1.4 | -3.9
COc1cccc(NC(=O)CN(c2ccc([N+](=O)[O-])cc2)S(=O)(=O)c2ccccc2)c1 | 0.63 | 1.1 | 1.5 | -1.5 | -5.9 | -10.2 | 0.0 | 100.4 | -0.3 | -6.1
Cc1ccc2cc(CN(Cc3nnnn3C3CCCC3)C3CCCCC3)c(=O)[nH]c2c1C | 1.13 | 1 | -8.7 | 8.7 | -2.2 | 0.9 | -0.4 | 98.0 | -0.8 | -4.6
N#Cc1c(N)nc2c(c1-c1ccncc1)CCCCCC2 | x | x | 8.4 | -8.4 | x | x | -0.3 | 102.2 | 1.9 | x
N#CC(c1ccc(Cl)cc1)c1ccc(Cl)nn1 (stereo unspecified) | 0.99 | 1 | -6.0 | 6.0 | -2.6 | 4.6 | 0.1 | 99.4 | 0.0 | 0.6
COC(=O)CCC(=O)N1CCc2cc(S(=O)(=O)N3CCc4ccccc43)ccc21 | 1.1 | 1.1 | -0.7 | 0.7 | -3.5 | 12.0 | -0.1 | 95.5 | 1.3 | -7.1
Cc1onc(-c2ccccc2)c1NC(=O)Nc1c(-c2ccccc2)noc1C | 0.92 | 1.1 | 20.0 | -20.0 | 1.1 | 0.8 | -0.3 | 102.2 | -1.0 | -6.4
O=C(O)C1CSCN1S(=O)(=O)c1cccc2nsnc12 (stereo unspecified) | 1.19 | 1 | x | x | -1.6 | -9.4 | x | x | x | -0.9
COc1ccc(C(=O)N2CCCC(c3ccccc3)C2)cc1 (stereo unspecified) | 0.97 | 1 | -11.2 | 11.3 | 0.1 | 10.7 | -0.4 | 102.9 | -0.6 | -1.2
CCN(CC)C(=O)c1ccc(/C=C/c2c[nH]c3ccccc23)[n+](C)c1 | 1.17 | 1.1 | 1.7 | -1.7 | -3.8 | -0.5 | -0.3 | 103.0 | -0.4 | -5.2
Cc1[nH]n(-c2ccc(Cl)cc2)c(=O)c1/C=N/n1c(C)nc2ccccc2c1=O | 0.88 | 0.7 | 15.2 | -15.2 | -1.8 | 6.5 | -0.1 | 99.3 | 1.4 | 31.0
CCOc1ccc(NC(=O)CN(c2ccc(OC)cc2)S(C)(=O)=O)cc1 | 2.13 | 1 | 34.9 | -34.9 | -0.1 | 23.3 | -0.2 | 120.9 | 1.4 | 3.2
COc1ccc(-c2csc(NC(=O)c3cccs3)c2C(=O)O)cc1OC | 1.73 | 0.9 | -4.2 | 4.2 | -3.9 | -1.4 | -0.5 | 99.5 | -0.5 | 7.5
COc1ccc(Oc2cc(Cl)nc(N)n2)cc1 | 1.38 | 1 | -21.0 | 21.0 | 0.7 | 0.6 | -0.2 | 108.2 | -0.4 | -4.5
Cc1ccc(-c2c(C)sc(=NC(=O)c3ccco3)n2C)cc1 | 3.01 | 0.1 | 67.0 | -67.0 | 4.4 | -1.2 | -0.2 | 129.0* | -4.3 | 85.6*
COCCSc1nnc(NC(=O)C2CC(=O)N(c3ccc(C)cc3)C2)s1 (stereo unspecified) | 0.92 | 1 | -7.8 | 7.8 | -0.9 | 10.1 | 0.3 | 84.5 | 0.2 | -4.9
CC1CCCC(NC(=O)CSc2nccn2C)C1C (stereo unspecified) | 1.1 | 1.1 | -20.5 | 20.5 | -1.8 | 14.0 | -0.4 | 89.7 | -0.6 | -9.1
CSc1cccc(NC(=S)N(CCN(C)C)C(C)c2ccccn2)c1 (stereo unspecified) | 0.91 | 1 | -9.8 | 9.8 | 3.6 | 1.6 | 0.1 | 90.7 | 9.5 | -4.1
CCn1c2ccccc2c2nnc(SCC(=O)N(C)C3CCS(=O)(=O)C3)nc21 (stereo unspecified) | 0.82 | 1 | 10.9 | -10.9 | -6.7 | 1.7 | -0.6 | 91.2 | 0.2 | -2.3
CCc1nn(CC(=O)NCCCN(CC)c2cccc(C)c2)c(=O)c2cc3occc3n12 | 0.94 | 1 | 20.2 | -20.2 | -6.9 | 4.3 | -0.3 | 102.8 | 0.1 | -2.3
COc1cccc(NC(=O)CSc2nnc(Cc3cccn3C)n2-c2ccc(F)cc2)c1 | 1.09 | 1 | -19.2 | 19.2 | -0.3 | -9.2 | -0.4 | 94.7 | -0.2 | -3.4
Cc1ccccc1NC(=O)C(c1ccccc1)C1CCCC1 (stereo unspecified) | 0.91 | 1 | 7.6 | -7.6 | -0.3 | 13.5 | -0.3 | 95.1 | 0.6 | -4.0
COCCNC(=O)CSc1nnc(CCCN2C(=O)c3cccc4cccc(c34)C2=O)n1-c1ccccc1 | 1.82 | 1.1 | 0.1 | -0.1 | 2.5 | -8.3 | -0.4 | 104.8 | 0.0 | -7.3
CCn1c(CSc2nnc(-c3cccnc3)n2-c2ccccc2C)nc2cc(C(=O)O)ccc21 | 0.92 | 1 | 11.6 | -11.6 | -3.5 | -1.1 | 0.1 | 99.0 | 1.2 | -1.8
O=C(NCc1ccccc1Cl)c1csc2c1CCCCC2 | 0.93 | 1 | 6.9 | -6.9 | -1.8 | 2.7 | 0.3 | 107.1 | 0.5 | -3.2
CCCCc1ccc(NC(=O)CSC2=C(C#N)C(c3ccco3)C3=C(CCCC3=O)N2)cc1 (stereo unspecified) | 1 | 1 | -10.8 | 10.8 | -4.3 | 7.4 | 0.0 | 105.3 | 0.6 | 0.1
Cn1ncc([N+](=O)[O-])c1C(=O)N/N=C/c1c[nH]c2ccccc12 | 1.05 | 1 | 4.7 | -4.7 | 1.8 | 7.5 | 0.0 | 109.5 | -0.7 | -4.6
CCOC(=O)c1oc2cc(O)ccc2c(=O)c1-c1ccccc1OC | 1.1 | 1 | 8.8 | -8.8 | -2.0 | 16.9 | -0.1 | 94.5 | -0.8 | -3.3
O=C(COc1ccc(Cl)cc1Cl)NN1C(=O)/C(=C\c2ccc(Cl)cc2)SC1=S | 0.93 | 1.1 | 6.1 | -6.1 | -3.6 | 2.3 | 0.4 | 103.7 | -0.3 | -5.6
CCOC(=O)C1CCCN(C(=O)c2cccc([N+](=O)[O-])c2C)C1 (stereo unspecified) | 1.07 | 1 | 16.1 | -16.1 | -4.5 | 1.1 | -0.3 | 106.0 | 0.4 | -0.6
NC(=O)COc1c(-c2ccccc2)oc2ccccc2c1=O | 1.04 | 1.1 | -7.3 | 7.3 | -0.1 | -3.5 | -0.3 | 103.3 | 0.4 | -8.9
O=C(NCCc1c[nH]c2ccccc12)C(=O)NCC1CCCO1 (stereo unspecified) | 1.25 | 1 | 11.5 | -11.5 | -1.7 | 6.8 | 0.2 | 109.4 | -1.5 | -0.9
CC(C)(C)n1nnnc1C(c1ccccn1)N(Cc1ccccc1)Cc1ccc(Cl)cc1 (stereo unspecified) | 0.79 | 1.1 | x | x | 0.3 | 3.7 | -0.2 | 98.9 | 2.6 | -6.9
O=C(CSc1nnc(-c2ccccc2NC(=O)c2ccccc2)o1)OC1CCCCC1 | x | x | 3.7 | -3.7 | x | x | -0.3 | 108.5 | 1.4 | x

Overlap with the part before: 4 entries, then new ones.
SMILES | NF-kB expr up | FLuc stim CS | APP 5'UTR act | APP transl inh | HMGR II inh | G6PDH CS | Hsp70 activator | STAT1 activator | Redox H2O2 prof | FLuc inhib CS
NC(=O)COc1c(-c2ccccc2)oc2ccccc2c1=O | 1.04 | 1.1 | -7.3 | 7.3 | -0.1 | -3.5 | -0.3 | 103.3 | 0.4 | -8.9
O=C(NCCc1c[nH]c2ccccc12)C(=O)NCC1CCCO1 (stereo unspecified) | 1.25 | 1 | 11.5 | -11.5 | -1.7 | 6.8 | 0.2 | 109.4 | -1.5 | -0.9
CC(C)(C)n1nnnc1C(c1ccccn1)N(Cc1ccccc1)Cc1ccc(Cl)cc1 (stereo unspecified) | 0.79 | 1.1 | x | x | 0.3 | 3.7 | -0.2 | 98.9 | 2.6 | -6.9
O=C(CSc1nnc(-c2ccccc2NC(=O)c2ccccc2)o1)OC1CCCCC1 | x | x | 3.7 | -3.7 | x | x | -0.3 | 108.5 | 1.4 | x
Cc1ccccc1Cn1ccc(NC(=O)c2cnn3c(C(F)(F)F)cc(-c4ccco4)nc23)n1 | 0.26 | 1.1 | 9.2 | -9.2 | 1.6 | -39.5 | -0.1 | 97.7 | 11.2 | -9.3
O=C1NC(=Nc2ccccc2)S/C1=C\C=C\c1ccco1 | 1.34 | 0.9 | 12.7 | -12.7 | -1.6 | -1.1 | -0.3 | 112.0 | 0.9 | 9.7
Cc1ccnc(NC(=O)Cn2ccc([N+](=O)[O-])n2)c1 | 1.99 | 1.1 | 6.1 | -6.1 | -1.2 | -0.3 | -0.1 | 104.0 | -0.6 | -6.4
O=C1CSC(c2ccccn2)N1c1ccccc1 (stereo unspecified) | 1.12 | 1.1 | 1.9 | -1.9 | -2.6 | 1.8 | 0.1 | 102.3 | 0.3 | -7.6
